Compound activity (PubChem)
bovine MsrA act: activators of bovine methionine sulfoxide reductase A; activation, % at 10.6 µM; 0.3% of 360,000 active; purified bovine MsrA, absorbance read-out; in the data active = activation above about 7.5%;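 note: 0% = vehicle and 100% = reference activator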
eLon inh: E. coli protease La inhibition. P0A9M0. purified E. coli Lon protease, fluorescence polarization. inhibition, % at 7.94 µM. 0.42% of 360,000 active. AID 602123; in the data active = inhibition above about 13%, passing the limit was not always enough;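 note: 0% = enzyme with probe and DMSO and 100% = no enzyme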
Target sequence (P0A9M0 whole entry, looked up): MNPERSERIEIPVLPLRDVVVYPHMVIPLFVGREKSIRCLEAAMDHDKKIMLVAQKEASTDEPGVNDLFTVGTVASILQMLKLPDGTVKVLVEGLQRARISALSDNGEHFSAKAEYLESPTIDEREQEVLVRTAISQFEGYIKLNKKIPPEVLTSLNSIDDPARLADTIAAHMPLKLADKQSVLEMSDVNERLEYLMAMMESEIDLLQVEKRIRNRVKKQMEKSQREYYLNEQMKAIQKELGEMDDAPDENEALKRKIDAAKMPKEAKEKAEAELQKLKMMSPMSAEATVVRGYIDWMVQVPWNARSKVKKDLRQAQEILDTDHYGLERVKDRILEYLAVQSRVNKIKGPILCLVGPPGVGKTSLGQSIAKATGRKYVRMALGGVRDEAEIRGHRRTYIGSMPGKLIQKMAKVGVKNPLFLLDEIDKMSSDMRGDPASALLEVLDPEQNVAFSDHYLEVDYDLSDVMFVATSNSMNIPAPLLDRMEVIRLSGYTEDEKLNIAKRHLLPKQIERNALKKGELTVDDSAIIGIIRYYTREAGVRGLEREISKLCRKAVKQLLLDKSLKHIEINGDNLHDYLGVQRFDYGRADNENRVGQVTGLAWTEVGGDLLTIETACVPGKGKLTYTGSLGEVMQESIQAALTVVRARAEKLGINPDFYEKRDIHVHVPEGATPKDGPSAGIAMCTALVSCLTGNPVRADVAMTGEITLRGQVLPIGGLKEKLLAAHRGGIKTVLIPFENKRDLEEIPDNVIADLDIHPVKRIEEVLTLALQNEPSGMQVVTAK
CSN inh: inhibitors of human CSN-mediated cullin deneddylation; inhibition, % at 12.5 µM; Purified CSN, SCF-Nedd8-OG deneddylation, fluorescence polarization; 0.38% of 360,000 active;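 active = pattern-corrected inhibition above about 35%, with an unprinted fluorescence ratio check between 0.5 and 1.5, limit read from the data, passing the limit was not always enough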;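 note: 0% = enzyme with substrate and 100% = substrate without enzyme; some results filed as inactive read as strong as hits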
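Assay system: purified human Csn5 enzyme expressed in HEK293T cells; measure: % inhibition; also added: SCFSkp2-Nedd8OG substrate at 10 nM final; technique: fluorescence polarization; times: reaction 90 min, room temperature; medium: Tris buffer pH 7.5, NaCl, DTT, Tween-20, trehalose, ovalbumin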
MsrA inhibitor: bovine MsrA inhibition; purified bovine MsrA, absorbance read-out; inhibition, % at 15.5 µM; 0.75% of 360,000 active; in the data active = inhibition above about 4.5%;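 note: 0% = vehicle wells with enzyme and 100% = reference inhibitor wells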
Rin1-Abl PPI inh: inhibitors of human Rin1-Abl protein interaction; TR-FRET Rin1/Abl binding, biochemical; inhibition, % at 7.35 µM; 0.4% of 360,000 active; AID 588664; in the data active = inhibition above about 5%, passing the limit was not always enough
FAS-TE inh: inhibitors of human fatty acid synthase thioesterase domain | P49327 | recombinant FAS-TE, OMFH fluorogenic substrate, fluorescence endpoint | inhibition, % at 15 µM | 0.67% of 360,000 active;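 active = compounds whose normalised, plate-corrected inhibition of enzyme fluorescence in the single-dose primary screen is 50% or more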;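 note: 0% = DMSO with enzyme and 100% = substrate without enzyme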
MLLE-PAM2 inh: blocks PAM2 peptide binding to the PABP1 MLLE domain | P11940 | GST-MLLE / FITC-PAM2 fluorescence polarization | inhibition, % at 20 µM | 0.36% of 360,000 active | AID 588489; in the data active = inhibition above about 35%, passing the limit was not always enough;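 note: plate controls were DMSO wells with GST-MLLE for no effect and wells lacking GST-MLLE protein for full effect; some results filed as inactive read as strong as hits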
Rpn11 block: inhibitors of human proteasome Rpn11. O00487. human 26S proteasome, Ub4-pepOG fluorescence polarization; 20S core pre-blocked with epoxomicin. calls only at 20 µM. 0.59% of 360,000 active;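 active = inhibition at 20 µM, scaled to each plate's controls, above about 33%, limit read from the data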
Target sequence (O00487 whole entry, looked up): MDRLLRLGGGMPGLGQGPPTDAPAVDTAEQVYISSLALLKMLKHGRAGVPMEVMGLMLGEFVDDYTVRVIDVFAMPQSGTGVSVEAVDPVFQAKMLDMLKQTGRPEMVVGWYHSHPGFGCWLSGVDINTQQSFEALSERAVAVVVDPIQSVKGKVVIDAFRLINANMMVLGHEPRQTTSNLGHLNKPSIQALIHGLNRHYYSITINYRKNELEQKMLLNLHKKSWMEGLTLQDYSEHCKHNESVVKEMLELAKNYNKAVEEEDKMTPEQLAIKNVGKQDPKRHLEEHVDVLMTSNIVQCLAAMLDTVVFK
MT1-MMP act inh: MT1-MMP (human) activation inhibition; GFP/RFP ratio change, % at 20 µM; HT1080 RFP-PRO-GFP cells, GFP/RFP ratio fluorescence, overnight; percent of plate control window, DMSO zero; P50281; AID 651647; 0.061% of 360,000 active;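 active = GFP/RFP ratio change of at least 30% with cell ATP level not reduced by more than half and red fluorescence within 50% of control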; note: strong numbers were not always called active
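Assay system: HT1080 RFP-PRO-GFP cells. Benchmarks: DMSO vehicle wells and RFP-L50D-GFP reporter cell wells. Times: overnight cell settling, then overnight compound exposure, 37 °C, 5% CO2. Compound: 20 µM single dose, 1% DMSO. Read-out basis: GFP/RFP fluorescence ratio.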
The depositor's hits bear a star; i = inactive; x = not tested or not shown; & = joins results of further samples. The order is random; 3.7% or so of the library scored in one or more.

#	molecule	bovine MsrA act	eLon inh	CSN inh	MsrA inhibitor	Rin1-Abl PPI inh
1	CC1Cc2ccccc2N1C(=O)CN1CCN(S(=O)(=O)c2ccc3c(c2)OCCCO3)CC1 (stereo not given)	-1	-3	4	-0.3	1
2	O=C(NCc1cccs1)C1CCCN1C(=O)NC1CCCCC1 (stereo not given)	0	2	-2	-0.9	3
3	O=C(CSc1nccn1Cc1ccccc1)Nc1nccs1	2	-7	0	-0.8	-3
4	COc1ccc(C(=O)NNC(=O)Cc2ccc(Cl)cc2)cc1	-2	3	3	1.2	2
5	CCOc1ccccc1C(=O)NCC(=O)NCC1CCCCC1	5	7	3	0.2	4
6	O=C1CC(N2CCOCC2)C(=O)N1c1ccccc1Cl (stereo not given)	-1	1	1	-0.4	0
7	CN(N=C(c1ccccc1)c1ccccc1)c1ccccc1	-2	5	6	0.2	2
8	COc1ccccc1NS(=O)(=O)c1cccc(NC(=O)c2nc3nc(C)cc(C)n3n2)c1	-2	-11	-1	1.1	-1
9	Cc1cc(C)n2nc(C(=O)Nc3nccs3)nc2n1	-9	-1	-2	1.9	1
10	COc1ccc(N(CC(=O)NCCc2cccc(C)c2)S(=O)(=O)c2c(C)noc2C)cc1	-1	1	-2	x	3
11	CN(C)c1ccc(NC(=O)CN2CCN(CC(=O)Nc3ccc(F)cc3)CC2)cc1	-3	3	3	-0.4	0
12	O=[N+]([O-])c1ccc(/C=C/c2ccncc2)cc1	-4	9	2	2.4	-3
13	S=C(Nc1ccc(Cl)cc1)NC1CC2CCC(C1)N2Cc1ccccc1 (stereo not given)	-4	-6	-11	1.0	2
14	Cc1ccc(C(=O)NCc2ccccc2)cc1Br	-3	-12	0	1.0	3
15	COc1ccc(NC(=O)CSc2nnnn2C2CC2)cc1S(=O)(=O)N1CCOCC1	-5	-12	0	-0.2	4

#	FAS-TE inh	MLLE-PAM2 inh	Rpn11 block	MT1-MMP act inh
1	3	-9	i	-2
2	-4	-7	i	2
3	-3	3	i	6
4	-5	8	i	1
5	-7	-5	i	2
6	-4	17	i	0
7	20	-8	i	1
8	3	17	i	0
9	-9	-7	i	3
10	9	-2	i	3
11	-2	5	i	0
12	-4	1	i	-2
13	-1	-18	i	-1
14	2	0	i	5
15	-4	-28	i	-2

#	molecule	bovine MsrA act	eLon inh	CSN inh	MsrA inhibitor	Rin1-Abl PPI inh
16	CS/C(=N\S(=O)(=O)c1cccs1)NC(=O)CSc1nc2ccccc2s1	0&-3	-12&-1	6&14	-0.5	4&-3
17	Cc1cc(C)cc(OCCCCn2cncn2)c1	-5	2	-1	0.7	-1
18	Cc1cc(CNC(=O)COc2ccc(C)c(C)c2)c2ccccc2n1	-2	3	3	-1.0	3
19	COc1ccc(CNC(=O)c2cc(C)nn2-c2ccccc2)cc1	-5	18	1	-0.8	-4
20	c1cnc2c(c1)ncc1cscc12	-4	-3	5	-0.1	-9
21	CCOC(=O)CC(=O)CSC1=C(C#N)C(c2ccccc2OC)CC(=O)N1 (stereo not given)	-2	-16	-9	1.2	1
22	COc1ccccc1-n1c(C)nnc1SCC(N)=O	-6	-2	1	0.0	-3
23	COCCCn1c(=N)c(C(=O)NCC2CCCO2)cc2c(=O)n3ccccc3nc21 (stereo not given)	-10	-8	-5	0.2	-7
24	CCc1ccc(NS(=O)(=O)c2ccc(OC)c3ncccc23)cc1	-3	8	1	0.0	5
25	CC1(c2nnnn2-c2ccc3c(c2)OCCO3)CCC(=O)N1CCCN1CCOCC1 (stereo not given)	1	3	2	-0.6	x
26	CSc1cccc(NC(=O)CNC(=O)C2CCCCC2)c1	-3	12	1	-0.2	-1
27	CCC(C)(C)C1CCC2(CC1)NC(=O)N(CC(=O)NCCc1ccc(OC)c(OC)c1)C2=O (stereo not given)	-2	-4	0	-0.9	2
28	CCCS(=O)(=O)N1CCN(c2ccccn2)CC1	-3	6	5	2.8	-6
29	O=C1/C(=C/c2ccc(N3CCOCC3)o2)SC(=Nc2ccccc2)N1CCc1c[nH]c2ccccc12	-5	-21	-72	x	0
30	COc1ccc2cc(C3(C)NC(=O)N(CC(=O)NCc4ccco4)C3=O)ccc2c1 (stereo not given)	1	-11	6	0.5	0

#	FAS-TE inh	MLLE-PAM2 inh	Rpn11 block	MT1-MMP act inh
16	4&3	30&18	i	1&-4
17	-4	-7	i	0
18	1	-7	i	-2
19	-6	4	i	-1
20	-2	6	i	-6
21	-2	-3	i	-1
22	-5	-11	i	0
23	-9	5	i	-15
24	-3	1	i	5
25	-12	x	x	3
26	-3	13	i	1
27	15	9	i	1
28	-6	-7	i	9
29	-55	i	x	-491
30	-1	-3	i	-3

3 compounds out of the list, sorted by SMILES length, high to low:
#	molecule	bovine MsrA act	eLon inh	CSN inh	MsrA inhibitor	Rin1-Abl PPI inh
25	CC1(c2nnnn2-c2ccc3c(c2)OCCO3)CCC(=O)N1CCCN1CCOCC1 (stereo not given)	1	3	2	-0.6	x
19	COc1ccc(CNC(=O)c2cc(C)nn2-c2ccccc2)cc1	-5	18	1	-0.8	-4
28	CCCS(=O)(=O)N1CCN(c2ccccn2)CC1	-3	6	5	2.8	-6

#	FAS-TE inh	MLLE-PAM2 inh	Rpn11 block	MT1-MMP act inh
25	-12	x	x	3
19	-6	4	i	-1
28	-6	-7	i	9

Another view of some results above:
17) Cc1cc(C)cc(OCCCCn2cncn2)c1
25) CC1(c2nnnn2-c2ccc3c(c2)OCCO3)CCC(=O)N1CCCN1CCOCC1 (stereo not given)
27) CCC(C)(C)C1CCC2(CC1)NC(=O)N(CC(=O)NCCc1ccc(OC)c(OC)c1)C2=O (stereo not given)
20) c1cnc2c(c1)ncc1cscc12
26) CSc1cccc(NC(=O)CNC(=O)C2CCCCC2)c1
29) O=C1/C(=C/c2ccc(N3CCOCC3)o2)SC(=Nc2ccccc2)N1CCc1c[nH]c2ccccc12
23) COCCCn1c(=N)c(C(=O)NCC2CCCO2)cc2c(=O)n3ccccc3nc21 (stereo not given)

entry no.	17	25	27	20	26	29	23
bovine MsrA act	-5	1	-2	-4	-3	-5	-10
eLon inh	2	3	-4	-3	12	-21	-8
CSN inh	-1	2	0	5	1	-72	-5
MsrA inhibitor	0.7	-0.6	-0.9	-0.1	-0.2	x	0.2
Rin1-Abl PPI inh	-1	x	2	-9	-1	0	-7
FAS-TE inh	-4	-12	15	-2	-3	-55	-9
MLLE-PAM2 inh	-7	x	9	6	13	i	5
Rpn11 block	i	x	i	i	i	x	i
MT1-MMP act inh	0	3	1	-6	1	-491	-15

Carrying on.
#	molecule	bovine MsrA act	eLon inh	CSN inh	MsrA inhibitor	Rin1-Abl PPI inh
31	COc1cc(C(=O)N2CCN(C(=O)CC(C)C)CC2)cc(OC)c1OC	-10	1	1	-0.4	1
32	CC(=O)Nc1ccc(S(=O)(=O)N[C@H](C(=O)O)C(C)C)cc1	-2	-7	2	-0.1	2
33	C=CCn1c(SCC(=O)NC2CCCCC2)nnc1C1CCCCC1	-9	-2	-1	1.5	1
34	CN(C)C(=O)NC(Nc1cccc([N+](=O)[O-])c1)C(Cl)(Cl)Cl (stereo not given)	-4	-3	0	-1.0	4
35	CN(C)S(=O)(=O)N(CC(=O)N1CCN(Cc2ccccc2)CC1)c1ccccc1	-7	-9	3	-0.4	-1
36	CCc1ccc(OCc2nnc(SCc3ccc(C(=O)O)cc3)o2)cc1	-14	-5	2	-1.0	1
37	CCOc1ccc(CCNC(=O)c2ccc(N3CCCC3=O)cc2)cc1OCC	-2	-1	-3	0.3	6
38	C=CCn1cc(C(=O)NCCCOC)c(=O)c2cc(S(=O)(=O)N(CC)CC)ccc21	1	10	-2	0.6	2
39	CC(=O)N1CCC2(CC1)CC(=O)c1cc(Cl)ccc1O2	-2	-1	-1	1.3	5
40	COc1ccc(OC)c(/C=N/NC(=O)c2cc(-c3ccc(C)o3)nc3ccccc23)c1	-3	4	8	2.8	2
41	CCCCNC(=O)[C@@](CC)(ONc1ccccc1C(F)(F)F)c1cccc2ccccc12	-3	8	-3	1.2	5
42	CC(=O)c1ccc(C(=O)N2CCCC(CO)(Cc3ccccc3C)C2)s1 (stereo not given)	-4	-4	2	0.3	1
43	CC(C(=O)c1ccc(Br)cc1)[n+]1cccc2ccccc21 (stereo not given)	-2	-35	9	-1.3	-2
44	Cc1cc(NC(=O)CSc2nnc(CNc3cccc(C(F)(F)F)c3)n2Cc2ccco2)no1	-9	-3	-3	0.1	-2
45	CCOC(=O)c1[nH]c2ccc(OC)cc2c1NC(C)=O	1	7	-9	0.7	-3

#	FAS-TE inh	MLLE-PAM2 inh	Rpn11 block	MT1-MMP act inh
31	-8	-8	i	3
32	1	6	i	3
33	2	-8	i	2
34	-2	-1	i	0
35	-6	7	i	11
36	-15	4	i	8
37	-6	-1	i	4
38	-9	4	i	-3
39	-11	-9	i	-4
40	1	5	i	3
41	18	13	i	4
42	5	2	i	5
43	-9	-28	x	-65
44	-4	-4	i	4
45	-4	-3	i	-3

#	molecule	bovine MsrA act	eLon inh	CSN inh	MsrA inhibitor	Rin1-Abl PPI inh
46	COc1cc(OC)c(C(=O)O/N=C(\N)c2ccccc2)cc1OC	-2	-6	3	1.7	0
47	CN1C(=O)c2cccc(N(C)C)c2C1=O	-2	5	1	0.9	-3
48	CCCc1c(C(=O)N/N=C(/C)c2ccncc2)nnn1-c1nonc1N	-4	-3	-3	-0.5	2
49	COc1cc(CN2CCN(CCOCCO)CC2)cc(OC)c1OC	-2	0	0	-1.3	1
50	COc1ccc(NC(=O)Nc2ncccc2C)cc1	-6	0	6	0.3	2
51	CCc1ccc(NC(=O)Cn2cnc3c(=O)n(C)c(=O)n(C)c32)cc1	0	5	-1	-0.2	-5
52	CS(=O)(=O)c1cccc(C(=O)OCC(=O)NCc2cccs2)c1	-3	-18	2	0.7	1
53	O=C1CCCN1CCCNCC(=O)N1c2ccccc2Sc2ccccc21	2	2	-4	-1.1	2
54	Cc1c(C)n(C)c2ccc(C(=O)NCCCN3CCOCC3)cc12	-1	56*	2	0.7	-1
55	Cc1ccc(C)c(NC(=O)C2CC(O)CN2C(=O)Oc2ccccc2)c1 (stereo not given)	-4	-3	-3	1.2	2
56	O=C(Cc1ccccc1Cl)N/N=C/c1cccnc1	-5	-5	0	-0.2	-3
57	CCOc1ccc(N(CC(=O)Nc2ccccc2C)S(=O)(=O)c2c(C)[nH]c(=O)[nH]c2=O)cc1	-2	2	-1	-0.1	-8
58	CC(C)(C)N1C(=O)[C@H]2[C@@H](c3ccc(Br)cc3)N3C(=O)N(c4ccc(Br)cc4)C(=O)[C@@]3(Cc3ccccc3)[C@H]2C1=O	-1	-2	0	x	0
59	COc1ccc(NC(=S)N2N=CCC2c2ccccc2)cc1 (stereo not given)	-4	-2	-1	-0.5	-3

#	FAS-TE inh	MLLE-PAM2 inh	Rpn11 block	MT1-MMP act inh
46	0	1	i	-1
47	-8	5	i	-2
48	-2	10	i	4
49	-6	6	i	1
50	-6	-10	i	3
51	-4	-126	i	-3
52	-6	-5	i	2
53	-7	5	i	10
54	-5	14	i	0
55	-6	-97	i	-2
56	-6	-3	i	-3
57	-2	-7	i	7
58	91*	13	i	-3
59	-2	-44	i	5
